# Measles CPE: protection of cells from measles virus; Measles virus-infected cells, CPE protection, absorbance; protection (pct of control), % at 4 µM; actives 1.5% (n = 140,000); AID 841; in the data active = protection mostly above about 24%, no sharp cut-off; inactive = mostly below about 26%; note: some compounds called inactive have numbers as strong as hits
# bCat KO growth: beta-catenin-lacking colon tumor cell growth suppression. HCT116 beta-catenin knockout viability, CellTiter-Glo, 60 h; active compounds read low. viability, % at 10 µM. actives 1.5% (n = 140,000). AID 818;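 active = viability at or under a set limit, the compound median less 4 SD, cut at about 6% in these data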;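 note: 0% = Hyamine 1622 control at 20 µM and 100% = untreated cell control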
# HCT116 PTEN-null: suppresses growth of cells with PTEN deletion | HCT116 PTEN-null viability, CellTiter-Glo, 60 h; active compounds read low | viability, % at 10 µM | actives 1.2% (n = 140,000);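 active = viability at or below a set limit, 4 SD under the median of all tested compounds, cut at about 3.7% in these data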;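 note: PTEN knockout HCT116 line with beta catenin targeted HCT116 as companion control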
# MRP-1 activ: MRP-1 activation | H69AR cells + doxorubicin, viability rescue, CellTiter-Glo | viability increase, % at 10 µM | actives 0.61% (n = 140,000) | AID 799;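 active = viability gain under doxorubicin at or above a set limit, the compound median plus 3 SD, cut at about 4.7% in these data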;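 note: MRP-1 overexpressing cells given doxorubicin 25 µM after compound pretreatment; 18-22 h compound pretreatment then 72 h with doxorubicin before readout; 0% = doxorubicin-only wells and 100% = vehicle-treated cells without doxorubicin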
# Phagocytosis inh: blocks phagocytosis by macrophages; J774A.1 macrophage IgG-bead phagocytosis, imaging; inhibition, % at 5 µM; actives 0.07% (n = 110,000); AID 1029;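 active = inhibition above the mean of the plate negative controls plus 5 SD, cut at about 13% in these data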;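 note: phagocytic index as fraction of beads internalized from green versus red external bead signal; plate controls were DMSO negative control for no effect and cytochalasin-D positive control for full effect; some results beyond the cut were filed as inactive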
# Yeast lifespan up: yeast lifespan extension | S. cerevisiae growth with nicotinamide, OD615; deaD strain in restrictive glucose medium | inhibition of the nicotinamide effect, % at 10 µM | actives 0.68% (n = 130,000);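 active = inhibition above a set limit, placed 3 SD over the median of all compounds, cut at about 26% in these data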;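 note: 0% = nicotinamide-treated wells and 100% = cells grown without nicotinamide; some compounds called inactive have numbers as strong as hits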
#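 Test system: DeaD-strain S. cerevisiae / Buffer or medium: restrictive glucose medium / Also added: nicotinamide 1.5 mM / Doses: one concentration, 10 µM, DMSO 0.25% / Schedule: 48 h at 30 °C / Signal: OD615 measurement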
# GALR2 blocker: antagonists of human galanin receptor 2 (GALR2). O43603. AID 828. actives 0.39% (n = 140,000). inhibition, % at 4 µM. GALR2-expressing cells, antagonist mode; in the data active = inhibition above about 27%;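 note: cells stimulated with galanin 1-16 at roughly its EC80; 0% = agonist challenge control and 100% = basal control without agonist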
# Target sequence (O43603 whole entry, looked up): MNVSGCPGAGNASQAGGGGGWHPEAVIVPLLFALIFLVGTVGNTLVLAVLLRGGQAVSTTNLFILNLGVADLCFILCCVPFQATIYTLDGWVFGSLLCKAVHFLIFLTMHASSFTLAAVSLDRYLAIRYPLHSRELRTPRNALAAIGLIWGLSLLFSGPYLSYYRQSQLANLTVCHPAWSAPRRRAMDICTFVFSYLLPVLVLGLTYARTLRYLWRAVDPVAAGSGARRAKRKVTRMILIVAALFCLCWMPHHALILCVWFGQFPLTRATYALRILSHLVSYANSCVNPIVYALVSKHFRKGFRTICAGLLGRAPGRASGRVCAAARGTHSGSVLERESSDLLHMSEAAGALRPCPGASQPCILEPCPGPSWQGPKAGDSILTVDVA
# E-sel TNF inh: TNF alpha driven E-selectin expression inhibition; HUVEC TNFa-induced E-selectin immunofluorescence, high content; inhibition, % at 2 µM; actives 0.71% (n = 120,000); AID 1246;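 active = inhibition above the batch mean plus 3 SD, and confirmed as a hit on visual image review, cut at about 43% in these data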;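 note: 0% = TNF-stimulated DMSO wells and 100% = unstimulated control wells; not every result past the cut was called active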
# BB579 growth dn: yeast BB579 growth reduction in restrictive medium; actives 0.51% (n = 140,000); AID 804; inhibition, % at 10 µM; S. cerevisiae BB579 growth, OD615, 48 h;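 active = inhibition above a set limit, 3 SD over the mean compound inhibition, cut at about 44% in these data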; note: inactives centre near -24
#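 Assay system: S. cerevisiae DeaD strain BB579 yeast. Medium: CSMM-D restrictive synthetic medium containing dextrose (glucose). Times: 4 h cell preincubation, 48 h compound exposure, 30 °C humidified. Signal: OD615 turbidity measurement. Benchmarks: positive control amphotericin B 10 µg/mL.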
# NPY-Y2 antag: antagonists of human neuropeptide Y receptor Y2. actives 0.99% (n = 140,000). AID 793. inhibition, % at 2.7 µM. NPY-Y2 expressing cells, antagonist mode; in the data active = inhibition above about 17%;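 note: 0% = vehicle with agonist challenge and 100% = reference antagonist with challenge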
# Target sequence (P49146 whole entry, looked up): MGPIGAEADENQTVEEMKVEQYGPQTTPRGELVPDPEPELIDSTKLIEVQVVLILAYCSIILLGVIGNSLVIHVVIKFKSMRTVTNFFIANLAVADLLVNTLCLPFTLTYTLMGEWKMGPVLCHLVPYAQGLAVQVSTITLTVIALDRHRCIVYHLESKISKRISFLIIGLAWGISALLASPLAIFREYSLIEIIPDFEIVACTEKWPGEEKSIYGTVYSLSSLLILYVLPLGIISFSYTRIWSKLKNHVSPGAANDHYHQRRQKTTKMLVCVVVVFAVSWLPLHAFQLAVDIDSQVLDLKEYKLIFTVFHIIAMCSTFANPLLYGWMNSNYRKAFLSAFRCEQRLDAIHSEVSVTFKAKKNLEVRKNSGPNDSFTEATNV
# Numbers without * were called inactive; nt = not tested or not shown.
# Under each structure: MRP-1 activ, NPY-Y2 antag, HCT116 PTEN-null, BB579 growth dn, Measles CPE, Yeast lifespan up, Phagocytosis inh, GALR2 blocker, bCat KO growth, E-sel TNF inh
> NS(=O)(=O)c1ccc(NC(=O)C(Sc2ccccc2)c2ccccc2)cc1 (centres undefined)
  -4.2, 0, 81, -13, 15, -3, -2, -8, 95, 32
> O=c1[nH]nc(Cc2ccc(-c3ccccc3Cl)o2)c2ccccc12
  1.0, 3, 104, -47, 2, 5, 1, -7, 102, -2
> COc1ccc(O[C@H]2C=C[C@@H](c3ccccc3)O[C@@H]2CO/N=C(\C)CCC(=O)OC[C@H]2O[C@H](c3ccccc3)C=C[C@@H]2Oc2ccc(OC)cc2)cc1
  -2.9, 4, 82, -52, 4, 3, nt, -11, 74, nt
> COc1ccc(NC(=O)C2CCN(S(=O)(=O)c3cccnc3)CC2)cc1Cl
  -0.6, 0, 99, -24, 6, 3, nt, 0, 95, 1
> COc1coc(C(O)C[N+](=O)[O-])cc1=O (centres undefined)
  -3.0, 2, 106, -32, 7, 6, -3, -8, 92, nt
> O=C(OC1CCc2ccccc2C1=O)c1ccccc1O (centres undefined)
  14*, 1, 93, -65, 1, -15, 2, -2, 83, -39
> O=C(CCN1C(=O)c2ccccc2S1(=O)=O)Nc1ccc2c(c1)OCCO2
  -3.7, 2, 99, 2, -1, -14, 3, -1, 89, -24
> C/C(=N\NC(=S)NC1CCCCC1)c1cccc(Br)c1
  -2.8, 1, 84, -27, 26, -2, -11, -4, 92, nt
> Cc1ccc(/C=c2\sc3nc(-c4cccnc4)nn3c2=O)cc1
  -1.8, 6, 87, -54, 7, -2, 0, -5, 90, nt
> CCCc1cc(=O)[nH]c(SCc2ccc(Cl)cc2)n1
  -1.0, 7, 105, -22, 17, 2, 0, -1, 89, 10
> CC(=O)Nc1cccc(OCC(=O)Nc2ccccc2)c1
  -2.5, 2, 102, -24, 8, -5, 1, -2, 98, 6
> CN(C)/C=N/c1sc2c(c1C#N)CCCCC2
  -1.0, -3, 89, -7, 4, -5, -2, 4, 105, -6
> c1ccc(CCc2nc(-c3ccccc3)no2)cc1
  1.3, 7, 87, -25, 7, -18, nt, -1, 102, -5
> CC(C)C(c1nnnn1CC1CCCO1)N1CCN(C2CCCC2)CC1 (centres undefined)
  -2.4, 3, 85, 5, 9, 0, 0, 7, 90, 4
> CCSc1nncn1/N=C/c1ccc(OC)c(OC)c1
  -0.9, 2, 93, -8, 8, -14, -1, -4, 105, 0
> NC(=O)N1CC(O)CC1C(=O)Nc1ccc(Cl)c(Cl)c1 (centres undefined)
  -0.1, 0, 88, -62, 7, -10, nt, -4, 90, -18
> Cc1ccc(C(=O)Oc2cc(C)n(C)c(=O)c2)cc1
  -2.0, 0, 99, 16, 3, -12, nt, -2, 87, -66
> C/C(=N\Nc1nc(C)cc(=O)[nH]1)C1CC1
  1.1, 1, 100, -41, 7, 4, 1, -2, 95, -61
> COC(=O)c1cc(OC)c(OC)cc1NC(=O)Cc1ccccc1[N+](=O)[O-]
  -2.2, -2, 87, -26, 14, -4, -1, 1, 81, 2
> CCN(CC(=O)NC1CCS(=O)(=O)C1)S(=O)(=O)c1ccc2ccccc2c1 (centres undefined)
  -1.6, -1, 90, -36, 11, 0, -3, 1, 105, nt
> CCOC(=O)N1CCN(S(=O)(=O)c2cc3c(cc2C)NC(=O)CO3)CC1
  -2.8, 0, 96, -45, 3, -5, -3, -7, 95, nt
> CC(=O)c1ccc(Nc2cc(C)nc3nc(C)nn23)cc1
  -0.6, 1, 103, 5, 3, 5, nt, -7, 94, -35
> COc1ccc2oc(=O)c(-c3nc(C)cs3)cc2c1
  -0.3, 0, 80, -20, 1, -31, 0, 10, 69, -50
> Cc1ccc2nc(NNC(=O)c3ccc4c(c3)OCCO4)sc2c1
  -2.1, 4, 65, -35, 9, 0, nt, 4, 83, -10
> COc1ccc(-c2ccnc(SCC(=O)Nc3ccccn3)n2)cc1
  -1.7, 2, 91, -23, 11, nt, nt, 4, 88, -3
> CC1(C)C(=O)Nc2ccccc2N1C(=O)COC(=O)C1CCCCC1
  0.1, 2, 114, -65, 12, -7, -1, -3, 106, 12
> CNC(=S)N/N=C/c1c(Cl)cccc1Cl
  -0.8, 5, 89, -43, 7, -2, -3, -9, 92, 3
> CCOc1ccc(-c2nnc(SCc3nc4ccccc4[nH]3)n2N)cc1
  0.6, 1, 102, -34, 2, 0, 0, 7, 89, 14
> COc1ccc(OC)c(Nc2nc(N)nc(CSc3nnc(N)s3)n2)c1
  -2.0, 2, 106, -43, 19, -5, 0, -4, 119, -18
> CCOC(=O)c1ccc(N2C(=O)C3CC=C(C)CC3C2=O)cc1 (centres undefined)
  -2.4, 0, 92, -21, 12, -3, 0, -11, 87, nt

# One compound at a time, as listed above. Values in the order: MRP-1 activ	NPY-Y2 antag	HCT116 PTEN-null	BB579 growth dn	Measles CPE	Yeast lifespan up	Phagocytosis inh	GALR2 blocker	bCat KO growth	E-sel TNF inh
# CCOC(=O)c1ccc(N2C(=O)C3CC=C(C)CC3C2=O)cc1 (centres undefined) is entered as -2.4	0	92	-21	12	-3	0	-11	87	nt
# CCN(CC(=O)NC1CCS(=O)(=O)C1)S(=O)(=O)c1ccc2ccccc2c1 (centres undefined) is entered as -1.6	-1	90	-36	11	0	-3	1	105	nt
# COc1ccc(O[C@H]2C=C[C@@H](c3ccccc3)O[C@@H]2CO/N=C(\C)CCC(=O)OC[C@H]2O[C@H](c3ccccc3)C=C[C@@H]2Oc2ccc(OC)cc2)cc1 is entered as -2.9	4	82	-52	4	3	nt	-11	74	nt
# COc1ccc2oc(=O)c(-c3nc(C)cs3)cc2c1 is entered as -0.3	0	80	-20	1	-31	0	10	69	-50
# Cc1ccc2nc(NNC(=O)c3ccc4c(c3)OCCO4)sc2c1 is entered as -2.1	4	65	-35	9	0	nt	4	83	-10

# Back to the main list; the 2 compounds before the break are reprinted first.
# Under each structure: MRP-1 activ, NPY-Y2 antag, HCT116 PTEN-null, BB579 growth dn, Measles CPE, Yeast lifespan up, Phagocytosis inh, GALR2 blocker, bCat KO growth, E-sel TNF inh
> COc1ccc(OC)c(Nc2nc(N)nc(CSc3nnc(N)s3)n2)c1
  -2.0, 2, 106, -43, 19, -5, 0, -4, 119, -18
> CCOC(=O)c1ccc(N2C(=O)C3CC=C(C)CC3C2=O)cc1 (centres undefined)
  -2.4, 0, 92, -21, 12, -3, 0, -11, 87, nt
> O=C(CSc1ccc2nnc(-c3cccnc3)n2n1)NCc1ccco1
  -0.4, 2, 92, 29, 6, -7, 0, 2, 98, nt
> CC(=O)N1N=C(c2ccc(C(C)(C)C)cc2)OC1(C)C
  -0.6, 5, 92, -1, 6, -1, -14, -33, 81, -24
> Fc1ccc(C(c2nnnn2Cc2ccccc2)N2CCSCC2)cc1 (centres undefined)
  0.0, 4, 60, -37, 2, -7, 0, 2, 65, 10
> COCCNC(=O)c1cccc(C)c1[N+](=O)[O-]
  -0.3, 1, 93, -21, 10, 0, -8, -4, 101, -14
> COc1cccc(-c2cc(C(=O)Nc3nc4ccccc4s3)c3ccccc3n2)c1
  -0.7, 16, 70, -35, 13, -9, -2, 13, 74, 10
> O=C(c1ccccc1)n1ccn(-c2ccccc2)c1=S
  -0.9, 1, 104, -33, 13, nt, nt, 9, 98, 22
> CSc1ccc(/C=N/n2nnnc2N)cc1
  -1.0, 0, 92, -40, 15, -30, 4, 8, 97, -10
> O=C(N/N=C/c1ccc([N+](=O)[O-])o1)c1cc(-c2ccncc2)nc2ccccc12
  -6.6, 1, 3.3*, -56, 2, 4, nt, 4, 2.8*, -46
> CN(Cc1ccccc1)C(=S)NC(=O)C1CCCCC1
  1.0, 4, 96, -30, 22, 6, -6, -11, 93, 93*
> Cn1c(=O)c(C(=O)COC(=O)c2cc(C(F)(F)F)nc3c(C(F)(F)F)cccc23)c(N)n(CC2CC2)c1=O
  -4.4, 0, 14, -49, 7, 3, nt, 4, 11, nt
> COCCNC(=S)N/N=C/c1ccc(OCc2ccc(C(=O)OC)cc2)c(OC)c1
  -5.2, 7, 31, -71, 5, 10, -1, -1, 52, -5
> CCn1c(COc2ccccc2)nnc1SCc1ccc(C#N)cc1
  -2.5, 7, 93, -17, 8, -1, -1, -11, 104, nt
> CCn1c2ccccc2n2c(=O)c(=O)n(CC(=O)Nc3ccc(C(C)C)cc3)nc12
  -1.8, 1, 94, -30, 34, -2, -3, -8, 91, nt
> CC(C)Nc1nc(SCC(=O)Nc2ccccc2)nc(N2CCOCC2)n1
  0.4, 0, 110, -42, 24, -7, nt, 0, 97, 43
> CC(=O)Nc1cc2c(cc1C(=O)C(C)C)OCCO2
  -1.1, 2, 96, -36, 5, -17, 0, 2, 88, -9
> CC(C)(C)OC(=O)N1CC(O)CC1C(=O)OCC(=O)c1ccc(Cl)cc1 (centres undefined)
  -3.5, 5, 109, -30, 17, -1, -4, 9, 98, -19
> COc1ccc(OCc2cnc(Cl)s2)cc1
  -1.9, 1, 101, -4, 6, -27, nt, -1, 100, 37
> Cc1cc(C)cc(OCc2nnc(SCC(=O)OC3CCCCC3)o2)c1
  -1.1, 3, 99, -9, 2, -7, -1, -2, 99, 4
> Cc1ccc(S(=O)(=O)NCCCn2ccnc2)cc1
  -2.2, 3, 99, 8, 17, 2, 6, -5, 86, -3
> O=C(Nc1nc(-c2cccs2)cs1)c1ccc(Cl)cc1
  -4.3, 9, 41, -59, 49*, -7, -1, -9, 38, 5
> O=C(NCc1ccc2c(c1)OCO2)c1ccc(-c2ccc(Cl)cc2)o1
  -1.1, 16, 90, -23, 24, -6, -2, -4, 90, -23
> CCCCCn1c(N)c(-c2nc3ccccc3o2)c2c([N+](=O)[O-])nn(C)c(=O)c21
  -1.6, 2, 94, -25, 3, -1, -8, 8, 94, 14
> COc1ccc(-c2nc3c(c(=O)[nH]c(=O)n3Cc3ccccc3)n2C)cc1
  -4.5, 6, 82, -20, 2, -6, nt, -8, 78, 8
> COc1ccc(S(=O)(=O)N(C)CC(=O)NC2CC2)cc1
  -4.2, 1, 84, 9, 4, -9, 0, -3, 95, -19
> NC(=O)c1oc2ccc(Cl)cc2c1NC(=O)CN1CCOCC1
  -0.9, 1, 89, -16, 4, -8, -1, 3, 92, -6
> CC1C/C(=N\NC(=S)NC(C)C)CC(C)(C)C1 (centres undefined)
  -0.8, 3, 102, -29, 25, -7, -1, -8, 86, 14
> CCCN1C(=O)/C(=C/c2ccco2)SC1=Nc1ccc(OC)cc1
  -1.4, 0, 92, -17, 7, -4, 5, -7, 92, -12
> COc1ccc(C2Nc3ccccc3C(=O)N2c2ccc(Cl)cc2)cc1Cn1cc([N+](=O)[O-])cn1 (centres undefined)
  1.0, 3, 73, 6, 20, -5, -8, -9, 78, nt
> CCC(C(=O)Nc1cnccn1)c1ccccc1 (centres undefined)
  0.2, 3, 97, 0, 4, -13, 1, -1, 99, -14

# From PubChem
